Screening results (PubChem)
EBNA-1 inhibitor: blocks EBNA-1 binding to DNA; hit rate 0.34% among 300,000; EBNA-1 DNA binding, fluorescence polarization; inhibition, % at 14.8 µM; in the data active = inhibition above about 28%
RPL19A-GFP yeast: yeast TOR pathway RPL19A-GFP modulation | hit rate 0.3% among 330,000 | AID 2025 | percent response vs DMSO, % at 10 µM | S. cerevisiae RPL19A-GFP strain, flow cytometry, 3 h; active compounds read low;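 active = percent response vs DMSO below 50%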;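 note: median channel GFP fluorescence of the barcoded RPL19A-GFP strain; ratio of sample median GFP to plate DMSO average so 100% = DMSO; lower means less RPL19A-GFP as with rapamycin TOR inhibition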
AHR act: human AHR activation | hit rate 2.5% among 320,000 | P35869 | activation, % at 5 µM | AID 2796 | AHR-responsive luciferase reporter cells, luminescence; in the data active = activation above about 47%;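 note: 0% = vehicle wells and 100% = reference agonist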
LAP4-GFP MLPCN: yeast TOR pathway LAP4-GFP modulation; AID 2023; hit rate 0.34% among 320,000; S. cerevisiae LAP4-GFP multiplex, flow cytometry GFP, 3 h; median GFP as percent of DMSO wells; GFP response vs DMSO, % at 10 µM;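 active = GFP response vs DMSO above a set limit, about the screen mean plus 3 SD, cut at about 150% in these data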
ZTA counter: counter-screen for EBNA-1 inhibitors: inhibitors of Epstein-Barr virus ZTA; inhibition, % at 11 µM; AID 2234; ZTA-DNA binding, fluorescence polarization; P03206; hit rate 0.15% among 320,000; in the data active = inhibition above about 33%
MEP2 TOR yeast: alters MEP2-GFP fluorescence in TOR pathway yeast screen; S. cerevisiae MEP2-GFP strain, flow cytometry GFP, 3 h; 100% = DMSO control level; GFP response vs DMSO, % at 10 µM; hit rate 0.51% among 330,000; AID 2016;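 active = GFP response versus DMSO above a set limit, roughly screen mean plus 3 SD, cut at about 180% in these data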;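 note: median GFP fluorescence of the barcode-gated MEP2-GFP cells per well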
proCasp3 act: procaspase-3 (human) activation | recombinant procaspase-3 D3A, Ac-DEVD-pNA absorbance 405 nm | activation, % at 8.5 µM | hit rate 0.11% among 330,000 | AID 463141;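 active = activation above the mean of all tested compounds plus 3 SD, cut at about 21% in these data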;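 note: 0% = DMSO alone and 100% = DMSO wells spiked with extra 5 µM PC-3 D3A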
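Test system: Procaspase-3 D3A mutant, all three cleavage aspartates alanine | Dosing: Single dose, 8.5 µM nominal compound, 0.8% DMSO | Schedule: 1 h preincubation, 2 h reaction | Technique: 405 nm absorbance of p-nitroaniline, reads at 0 and 120 min | Repeats: One well per compound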
procasp7 counter: counter-screen: procaspase-7 (human) activation; P55210; recombinant procaspase-7, Ac-DEVD-pNA absorbance 405 nm; D23A/D198A/D206A triple mutant, cannot self-cleave; scale: DMSO 0, 5 µM enzyme 100; hit rate 0.093% among 330,000; activation, % at 8.5 µM;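 active = percent activation above the screen-wide mean plus 3 SD, cut at about 25% in these data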
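buffer or medium = Zinc-free HEPES/NaCl buffer, pH 7.4 | material = Procaspase-7 triple mutant (PC-7 D3A) | input = 2 µM procaspase-7 mutant as dispensed | signal = Epi-absorbance of released pNA at 405 nm, two timepoints | timing = 1 h preincubation, 2 h reaction | replicates = singlicate compound testing | evaluation = % activation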
An asterisk follows results filed as active; · = not tested or not shown; [ ] = remark or other dose.

SMILES	EBNA-1 inhibitor	RPL19A-GFP yeast	AHR act	LAP4-GFP MLPCN	ZTA counter	MEP2 TOR yeast	proCasp3 act	procasp7 counter
CN(Cc1ccc(OCC(O)CN(C)Cc2ccccc2)cc1)Cc1nccn1C (stereo not given)	3	109	8	104	-10	107	10	8
CC(Cc1ccccc1)N1C(=O)c2cccc([N+](=O)[O-])c2C1=O (stereo not given)	-20	100	2	115	3	100	-3	-5
CS(=O)(=O)N1CCN=C1SCc1ccc([N+](=O)[O-])cc1	-8	106	1	93	-4	104	-1	4
Cc1oc(C)c2c(=O)ccc3c(c12)OC(N)=C(C#N)C3c1ccc(F)cc1 (stereo not given)	0	101	3	120	-11	121	8	-10
Cc1ccc(CC(=O)NCCCc2ccccc2)cc1	1	97	3	·	1	96	3	-1
COCCCNC(=O)C(=O)Nc1ccc2c(c1)N(S(=O)(=O)c1cccs1)CCC2	-3	93	1	110	-2	91	11	3
COc1cccc(/C=C/C(=O)OCC(=O)NC2CCCCCCC2)c1	·	99	-2	84	·	96	1	17
O=C(NCCN1CCN(C(=O)c2cccc(Br)c2)CC1)C(=O)Nc1ccc(Br)cc1	5	104	0	104	2	106	1	8
Cc1ccc2nc(NCc3ccccc3)c(C=O)c(=O)n2c1	-5	98	0	84	6	64	-1	3
COCc1nnc(NC(=O)c2ccc(S(=O)(=O)N(C)c3ccccc3)cc2)o1	6	103	4	103	-1	100	5	-9
COc1cccc(C2C(C#N)=C(N)Oc3cc(N)ccc32)c1OC (stereo not given)	1	105	1	99	14	92	-19	-20
O=C(c1n[nH]c(=O)c2ccccc12)N1CCOCC1	10	99	2	102	11	110	0	13
COc1ccc(C(=O)Nc2nnc(C)s2)cc1S(=O)(=O)N1CCOCC1	·	102	3	106	13	101	1	-6
O=C(NC1CCCc2c1cnn2-c1cc(F)cc(F)c1)c1ccccn1 (stereo not given)	-3	107	4	97	-6	105	-1	0
CCOc1ccccc1OCCCC(=O)Nc1nc2ccccc2[nH]1	6	99	3	105	16	101	-4	3
Cc1ccnc(NC(=S)NC(=O)c2cncc(Br)c2)c1	8	95	20	109	-11	100	-2	2
O=C(CNC(=O)C12CC3CC(CC(C3)C1)C2)NCc1ccccc1	-2	88	-2	96	-12	86	10	1
CCNc1nc2cccnc2s1	-1	99	1	102	-16	95	10	10
CCOc1ccc(S(=O)(=O)N(C)c2ccc(OCC(=O)NCCc3ccc(OC)cc3)cc2)cc1	-10	104	14	105	-4	95	-2	5
COc1ccc(CC2(CO)CCN(Cc3ccncc3)CC2)cc1	9	96	0	91	12	99	-4	-2
COCCn1c(C)cc(C(=O)CSc2nnc(-c3cccnc3)n2-c2ccccc2F)c1C	12	95	3	107	7	105	-9	-4
CCOC(=O)c1c(NC(=O)CSc2ncccn2)sc2c1CC(C)(C)NC2(C)C	5	113	-1	79	6	113	4	8
CC(NC(=O)c1cccc(C(F)(F)F)c1)C(c1ccccc1)N1CCOCC1 (stereo not given)	5	98	3	96	12	98	0	4
O=C(CN1C(=O)C2C3C=CC(C4CC34)C2C1=O)Nc1cnc2ccccc2c1 (stereo not given)	-6	100	13	98	-6	96	-1	-2
O=C(O)CC/C(=N\NC(=O)c1ccccc1)c1cccs1	-15	104	6	107	4	113	-6	3

Record cards, as listed above.
Cc1ccc2nc(NCc3ccccc3)c(C=O)c(=O)n2c1 across the screens: EBNA-1 inhibitor = -5; RPL19A-GFP yeast = 98; AHR act = 0; LAP4-GFP MLPCN = 84; ZTA counter = 6; MEP2 TOR yeast = 64; proCasp3 act = -1; procasp7 counter = 3
O=C(O)CC/C(=N\NC(=O)c1ccccc1)c1cccs1 across the screens: EBNA-1 inhibitor = -15; RPL19A-GFP yeast = 104; AHR act = 6; LAP4-GFP MLPCN = 107; ZTA counter = 4; MEP2 TOR yeast = 113; proCasp3 act = -6; procasp7 counter = 3

Part of the list above, as a markdown table:
| mol | EBNA-1 inhibitor | RPL19A-GFP yeast | AHR act | LAP4-GFP MLPCN | ZTA counter | MEP2 TOR yeast | proCasp3 act | procasp7 counter |
| --- | --- | --- | --- | --- | --- | --- | --- | --- |
| Cc1oc(C)c2c(=O)ccc3c(c12)OC(N)=C(C#N)C3c1ccc(F)cc1 (stereo not given) | 0 | 101 | 3 | 120 | -11 | 121 | 8 | -10 |
| Cc1ccc(CC(=O)NCCCc2ccccc2)cc1 | 1 | 97 | 3 | · | 1 | 96 | 3 | -1 |
| COCCCNC(=O)C(=O)Nc1ccc2c(c1)N(S(=O)(=O)c1cccs1)CCC2 | -3 | 93 | 1 | 110 | -2 | 91 | 11 | 3 |
| COc1cccc(/C=C/C(=O)OCC(=O)NC2CCCCCCC2)c1 | · | 99 | -2 | 84 | · | 96 | 1 | 17 |
| O=C(NCCN1CCN(C(=O)c2cccc(Br)c2)CC1)C(=O)Nc1ccc(Br)cc1 | 5 | 104 | 0 | 104 | 2 | 106 | 1 | 8 |

More compounds:
SMILES	EBNA-1 inhibitor	RPL19A-GFP yeast	AHR act	LAP4-GFP MLPCN	ZTA counter	MEP2 TOR yeast	proCasp3 act	procasp7 counter
CC(=O)C[C@@H](O)CC(=O)[C@@H]1OC(=O)CCCCCCCCc2ccccc21	·	92	0	98	·	91	11	1
O=C(CNS(=O)(=O)c1ccc(Cl)cc1)N1CCN(c2ccc(F)cc2)CC1	·	100	-1	101	·	105	7	6
CCCSc1nc(C)c(CC(=O)OCC)c(=O)[nH]1	6	92	7	86	12	86	-1	2
COC(=O)c1ccc(C(=O)OC)c(NC(=O)CSCc2ccc(Cl)cc2)c1	3	89	4	97	7	94	-1	2
Cc1cc(=O)[nH]c(SCC(=O)NCCC2=CCCCC2)n1	-9	112	1	99	-15	96	1	2
CCOC(=O)c1nn(-c2ccccc2C)c2nc(CC(C)C)c(C#N)c(=O)n12	6	102	-2	91	-17	105	1	9
COc1ccccc1N1CCN(C(c2cccs2)C(C)NC(=O)c2ccncc2)CC1 (stereo not given)	-5	98	3	105	3	104	-2	0
COc1cccc(CN2CC(C(=O)N(C)CC3CCOCC3)CCC2=O)c1 (stereo not given)	-3	98	-1	97	-2	95	-5	3
COc1ccc(N2CCN(C(=O)CCNS(=O)(=O)c3ccc(Br)s3)CC2)cc1	-1	92	6	93	-3	100	-2	15
COCCCNC(=O)CSc1nc2c(sc3ccccc32)c(=O)n1CCCC(=O)NCC1CCCO1 (stereo not given)	7	107	0	98	1	104	-2	4
C=CCN(C(=O)c1csnn1)C(C(=O)NC(C)(C)C)c1ccncc1 (stereo not given)	2	93	-1	103	-5	77	-7	4
COc1ccc(NC(=O)N(Cc2cc3cc(OC)c(OC)cc3[nH]c2=O)CC2CCCO2)cc1 (stereo not given)	-10	104	14	97	-20	103	3	7
COc1cccc(CSc2ccc(S(=O)(=O)N3CCOCC3)cc2C(=O)NCC2CCCO2)c1OC (stereo not given)	6	97	2	95	-7	91	6	7
COc1ccc(NC(=O)CCN2CCCCCC2)c(OC)c1	-4	103	3	103	-1	107	-4	-6
Cc1ccc(NC(=O)N2CCCC2C(=O)NCc2ccc(Cl)cc2)cc1 (stereo not given)	6	104	-1	92	11	108	7	-3
CCN(CC(=O)Nc1ccc2c(c1)OC(F)(F)O2)Cc1nc2ccccc2c(=O)[nH]1	7	105	19	99	3	103	0	-8
CC(=O)Oc1cccc(N2C(=O)C3C(C2=O)C2C=CC3C23CC3)c1 (stereo not given)	-1	97	3	102	-1	105	-13	0
Cc1ccc(OCC(=O)Nc2ccc([N+](=O)[O-])cc2)cc1	13	110	3	101	3	109	8	10
O=C(CSc1nnc(-c2cccs2)n1-c1ccccc1)c1ccc2c(c1)OCCO2	-9	101	5	101	-14	104	-6	7
O=C(NCc1cn2ccsc2n1)c1cccs1	4	96	2	101	3	99	4	7
COc1cc(C)nn1-c1ccc(Cl)cc1	3	95	-5	94	1	94	0	-7
CCC(=O)N1CCc2cc(Br)cc(S(=O)(=O)CCC(=O)NCc3ccco3)c21	5	99	0	102	6	101	2	-3
CCN(CC)S(=O)(=O)N1CCC(C(=O)NC(C)CCc2ccccc2)CC1 (stereo not given)	-6	·	-1	103	-5	102	7	2
COc1ccc(COCC(O)CN2CCN(S(=O)(=O)c3ccc(C(C)C)cc3)CC2)cc1 (stereo not given)	·	97	1	104	-24	95	-6	1
CC(=O)Oc1ccc(-c2nc(-c3cccnc3)no2)cc1	-2	72[may fluoresce violet]	0	86[may fluoresce violet]	6	227*[may fluoresce violet]	4	11
Next part.
SMILES	EBNA-1 inhibitor	RPL19A-GFP yeast	AHR act	LAP4-GFP MLPCN	ZTA counter	MEP2 TOR yeast	proCasp3 act	procasp7 counter
COc1ccccc1NS(=O)(=O)c1cc(NC(=O)C2CC2)ccc1N1CCOCC1	5	97	2	90	9	97	-12	-27
COc1cccc(NC(=O)CN(C)C(=O)Cn2cnc3ccccc3c2=O)c1	-12	90	1	101	9	95	5	8
O=C(O)Cn1c(C(F)(F)F)nc2ccccc21	-8	97	-2	101	-10	93	-3	-8
O=Cc1ccc(OC(=O)Cc2ccc(F)cc2)cc1	3	102	2	83	-6	105	-8	-3
O=c1c2ccccc2ccc2ccccc12	·	96	-4	105	1	99	5	6
Cc1ccc(S(=O)(=O)NC(=NCC(=O)O)c2ccccc2)cc1	-12	94	0	90	1	102	7	-2
C=CCNC(=S)/C(=C(/[O-])c1ccccc1Br)[n+]1ccccc1	2	95	1	101	-1	107	-8	-13
Cc1ccc(C2(C)NC(=O)N(CC(=O)NNC(=O)c3cc(C)oc3C)C2=O)cc1 (stereo not given)	-10	95	3	110	-2	102	4	2
CN(C)c1ccc2nsnc2c1[N+](=O)[O-]	-1	96	-3	100	2	100	-7	-1
COC(=O)CSc1c(-c2ccccc2)c2cc(Cl)ccc2[nH]c1=O	3	105	-3	94	-2	101	6	-3
CC(C)(C)c1ccc(-n2nc(C(N)=O)c(O)cc2=O)cc1	-7	98	1	98	7	104	-1	3
O=C(CCSCc1ccccc1Cl)NCc1ccco1	-6	101	-2	96	-25	102	-1	-4
Cc1ccc(NC(=O)c2cc(S(=O)(=O)N(C)C)ccc2N2CCCC2)cc1F	-4	96	3	83	14	94	-6	16
COc1ccc2[nH]c(C(=O)O)c(NS(=O)(=O)c3ccc(C)c(C)c3)c2c1	1	93	6	87	2	98	1	-6
O=C1N/C(=C/c2cccn2-c2ccccc2)C(=O)N1Cc1ccc(F)cc1	12	102	38	100	-5	99	-1	-2
Cc1ccc(S(=O)(=O)N(C)C)cc1NC(=O)COC(=O)c1ccc2c(c1)OCCO2	10	107	0	107	2	108	-9	10
CC1CC(C)CN(S(=O)(=O)c2ccc3c(c2)NC(=O)C(C)C(=O)N3)C1 (stereo not given)	2	98	4	97	17	101	0	7
CCn1c(SCC(=O)Nc2cccc(C(C)=O)c2)nnc1C(C)C	-12	104	2	99	-2	104	1	-4
O=c1c2ccccc2cnn1Cc1n[nH]c(=S)n1-c1ccccc1F	-5	98	-1	108	-4	97	2	-7
O=C(COc1ccccc1)NCC(c1ccco1)N1CCN(c2ccc(F)cc2)CC1 (stereo not given)	-5	104	0	86	-5	103	7	8
C/C(=N\N=C(c1ccccc1)c1ccccc1)c1cccs1	-9	98	40	109	-16	101	7	13
O=C(CSc1ncnc2c1nnn2-c1ccc(F)cc1)NCc1ccco1	-6	105	-1	103	-1	108	2	8
Cc1ccccc1C(=O)c1cccn1CC(=O)NCCCN1CCCCC1	-2	97	-2	100	7	103	6	15
CCN(CC(=O)Nc1ccc2c(c1)OCCO2)C(=O)c1ccc(CS(C)(=O)=O)cc1	·	101	1	102	·	104	0	-5
O=C(CSc1nnc2ccccn12)Nc1nsc(-c2ccccc2)n1	8	98	23	86	9	98	-2	10
CC(=O)Nc1ccc(Nc2nc(C)c([N+](=O)[O-])c(Nc3ccc(NC(C)=O)cc3)n2)cc1	-22	104	9	98	-7	103	-11	-16
Cc1cc(NCC2CCCCC2)nc2ccccc12	3	101	31	94	-11	106	4	8
